P. falciparum M1AAP = P. falciparum M1AAP inhibitors, biochemical, fluorogenic H-Leu-NHMec substrate, 1536-well (AID 1445); Aminopeptidase N (Plasmodium falciparum (isolate 3D7)); recombinant M1AAP, H-Leu-NHMec fluorogenic kinetic assay; higher % means a stronger effect; inhibition, % at 30 µM, or IC50 in µM where a hit was titrated; 0.42% of 220,000 active;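 active = primary inhibition above the hit cutoff, then over 50% inhibition at one or more dose response concentrations, cut at about 23% in these data, passing the limit was not always enough; inconclusive = conflicting primary data, or primary hits not chosen for dose response; inactive = low primary inhibition, or under 50% at every dose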;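 also: plate controls were DMSO full reaction for no effect and no enzyme background for full effect; strong numbers were not always called active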
LYP phosphatase = inhibitors of LYP phosphatase, biochemical, fluorescence intensity, uHTS (AID 1779); Tyrosine-protein phosphatase non-receptor type 22 (Homo sapiens); recombinant LYP phosphatase, fluorescence intensity; higher % means a stronger effect; inhibition, % at 11.5 µM, or IC50 in µM where a hit was titrated; 0.054% of 290,000 active;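 also: plate controls were vehicle with enzyme for no effect and no enzyme for full effect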
TNAP activators = human TNAP enzyme activators, primary screen, biochemical, luminescent, no phosphate acceptor, uHTS (AID 1001); Alkaline phosphatase, tissue-nonspecific isozyme (Homo sapiens); purified TNAP, luminescent activation assay, no phosphate acceptor; higher activation fold means a stronger effect; 0.03% of 200,000 active; activation fold at 20 µM; hits with a dose series show EC50 in µM; in the data active = activation fold from about 3, or a potency from the dose series; inactive = the rest, 99 in 100 with activation fold below about 1.6; also: many of its hits are not listed in these tables
M17LAP inhibition = P. falciparum M17LAP inhibitors, primary screen, biochemical, fluorogenic H-Leu-NHMec substrate, 1536-well (AID 1619) | inhibition, % at 30 µM; hits with a dose series show IC50 in µM | 0.38% of 220,000 active | recombinant M17LAP, H-Leu-NHMec fluorogenic kinetic assay; higher % means a stronger effect;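 active = compound inhibiting the enzyme by more than half at any dose during confirmatory dose-response retesting; inconclusive = strong single-dose inhibitors picked by rank but not retested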;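 also: plate controls were full reaction with DMSO carrier for no effect and no enzyme background for full effect; strong numbers were not always called active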
Myeloid diff 2 = induction of myeloid progenitor differentiation, primary screen, cell-based, flow cytometry, MLPCN library. ER-HoxA9 myeloid progenitors, lysozyme-GFP differentiation. calls only at 10 µM. 1% of 360,000 active. AID 624256, 2012;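 active = normalized GFP-positive differentiation at or above the plate's own cutoff, the solvent-only control mean plus 3 SD; inconclusive = no clear call, values can overlap the other calls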;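 also: cells exposed to compound for four days before flow analysis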
PMI inhibition = human PMI inhibitors, high substrate, primary screen, biochemical, fluorescence intensity, high mannose 6-phosphate (AID 1220); Mannose-6-phosphate isomerase (Homo sapiens); recombinant PMI enzyme, coupled fluorescence intensity; higher % means a stronger effect; one-dose inhibition, % at 20 µM; IC50 in µM for titrated hits; 0.66% of 190,000 active
PMI inhibitors = inhibitors of human PMI, primary screen, biochemical, fluorescence intensity, coupled assay (AID 1209). Mannose-6-phosphate isomerase (Homo sapiens). purified PMI enzyme, coupled fluorescence intensity; higher % means a stronger effect. one-dose inhibition, % at 20 µM; IC50 in µM for titrated hits. 0.42% of 190,000 active;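 also: plate controls were DMSO vehicle for no effect and wells lacking substrate for full effect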
XIAP antagonists = XIAP antagonists, biochemical, IAP family, fluorescence polarization (AID 1018); XIAP BIR domain, fluorescence polarization peptide displacement; higher % means a stronger effect; displacement, % at 20 µM; hits with a dose series show IC50 in µM; 0.007% of 200,000 active; in the data active = displacement above about 50%; also: a part of the inactive calls stands beside numbers as strong as those of hits
ER stress rescue = rescue of cells from ER stress-induced death, primary screen, 384-well, CSM14.1, thapsigargin, ATP luminescence (AID 1222) | CSM14.1 thapsigargin-induced death rescue, ATP luminescence; higher % means a stronger effect | cellular ATP content (survival), % at 20 µM; hits with a dose series show EC50 in µM | 190,000 tested, under 10 active;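 active = EC50 below 50 µM in the dose-response confirmation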;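 also: death triggered by thapsigargin at about 15 µM added after 2 h compound pretreatment; cell ATP read after overnight thapsigargin exposure of roughly 18 to 22 hours; normalized against plate controls of thapsigargin alone and 5% DMSO vehicle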
Myeloid diff 2 GFP+ MAC1+ % = further read-out of Myeloid diff 2, marked with its call; GFP+ MAC1+ double positive, %; measured here: differentiation confirmed by MAC1 staining
* hit, by the source's call. Rule as the data show it, unless noted: active = inhibition above about 50%; inactive = the rest.

For O=C(c1cccc([N+](=O)[O-])c1)c1ccc2c(c1)OCCOCCOCCOCCO2 the results were P. falciparum M1AAP 3%, LYP phosphatase -4%, M17LAP inhibition 14%, Myeloid diff 2 inactive and Myeloid diff 2 GFP+ MAC1+ % 0.6.
Screening CC(C)COc1ccc(C(=O)Nc2ccc([N+](=O)[O-])cc2)cc1 returned P. falciparum M1AAP -2%, LYP phosphatase 0%, TNAP activators 1, M17LAP inhibition -7%, Myeloid diff 2 inactive, PMI inhibition -4%, PMI inhibitors -5%, XIAP antagonists 1.9%, ER stress rescue 5.1% and Myeloid diff 2 GFP+ MAC1+ % 0.4.
`CN(Cc1ccccc1)c1ncc(C=O)s1` gave P. falciparum M1AAP 11%, LYP phosphatase 4%, TNAP activators 1, M17LAP inhibition 15%, Myeloid diff 2 inactive, PMI inhibition -5%, PMI inhibitors 1%, XIAP antagonists -5.9%, ER stress rescue -1.3% and Myeloid diff 2 GFP+ MAC1+ % 0.2.
N=C(c1ccc([N+](=O)[O-])cc1)N1CCCCCC1 was read as P. falciparum M1AAP 1%, LYP phosphatase -1%, TNAP activators 1.1, M17LAP inhibition -4%, Myeloid diff 2 inactive, PMI inhibition -2%, PMI inhibitors 2%, XIAP antagonists -0.1%, ER stress rescue 0.9% and Myeloid diff 2 GFP+ MAC1+ % 0.1.
`Cc1cccc(C)c1NC(=O)/C(C#N)=C/c1cccs1` gave P. falciparum M1AAP inconclusive, LYP phosphatase 3%, TNAP activators 1.3, M17LAP inhibition -1%, Myeloid diff 2 inactive, PMI inhibition -2%, PMI inhibitors 4%, XIAP antagonists -2.3%, ER stress rescue -0.6% and Myeloid diff 2 GFP+ MAC1+ % 0.8.
Screening COc1ccc(Cc2nc(-c3ccc(-n4cccc4)cc3)no2)cc1OC returned P. falciparum M1AAP 15%, LYP phosphatase 5%, TNAP activators 1.1, M17LAP inhibition -5%, Myeloid diff 2 inactive, PMI inhibition 12%, PMI inhibitors 15%, XIAP antagonists -3.9% and Myeloid diff 2 GFP+ MAC1+ % 3.0.
`CCC1(CC)NC(=O)N(CC(=O)OCC(=O)Nc2cc(C)ccc2C)C1=O` gave P. falciparum M1AAP -2%, LYP phosphatase -6%, TNAP activators 1.1, M17LAP inhibition -3%, Myeloid diff 2 active, PMI inhibition -3%, PMI inhibitors -2%, XIAP antagonists -3.9%, ER stress rescue -2.0% and Myeloid diff 2 GFP+ MAC1+ % 5.4*.
For CCCCC(=O)NNC(=S)NC(=O)c1cccc([N+](=O)[O-])c1 the results were P. falciparum M1AAP 0%, LYP phosphatase -1%, TNAP activators 1, M17LAP inhibition 49µM*, Myeloid diff 2 inactive, PMI inhibition 20%, XIAP antagonists -3.3%, ER stress rescue 1.2% and Myeloid diff 2 GFP+ MAC1+ % 1.2.
CCN(CC)S(=O)(=O)c1ccc2c(c1)N(CC(=O)NCc1ccco1)C(=O)CO2 was read as P. falciparum M1AAP -9%, LYP phosphatase -3%, M17LAP inhibition 0%, Myeloid diff 2 inactive and Myeloid diff 2 GFP+ MAC1+ % 0.5.
`CS(=O)(=O)n1nc(-c2cccnc2)nc1NCc1ccccc1` gave P. falciparum M1AAP -9%, LYP phosphatase -11%, TNAP activators 1.1, M17LAP inhibition -5%, Myeloid diff 2 inactive, PMI inhibition -4%, PMI inhibitors -11%, XIAP antagonists -1.5%, ER stress rescue 1.1% and Myeloid diff 2 GFP+ MAC1+ % 1.0.
Screening O=C(NCc1ccccc1)OCCN1CCN(Cc2ccccc2)CCC1=O returned P. falciparum M1AAP -2%, LYP phosphatase -3%, TNAP activators 1, M17LAP inhibition 2%, Myeloid diff 2 inactive, PMI inhibition 3%, PMI inhibitors 9%, XIAP antagonists -15%, ER stress rescue -5.5% and Myeloid diff 2 GFP+ MAC1+ % 2.0.
C=C(C)CNC(=S)N/N=C/c1ccccc1OCC(=O)O was read as P. falciparum M1AAP 8%, LYP phosphatase 1%, TNAP activators 1.5, M17LAP inhibition 13%, Myeloid diff 2 inactive, PMI inhibition 7%, PMI inhibitors 4%, XIAP antagonists -10%, ER stress rescue -0.9% and Myeloid diff 2 GFP+ MAC1+ % 0.2.
Screening COc1c(O)cc2oc(-c3ccc(O)c(O)c3)cc(=O)c2c1O returned P. falciparum M1AAP 16µM*, LYP phosphatase -5%, M17LAP inhibition inconclusive, Myeloid diff 2 inactive and Myeloid diff 2 GFP+ MAC1+ % 0.9.
Screening COc1ccccc1C/C(N)=N/OC(=O)COc1ccccc1C returned P. falciparum M1AAP 3%, LYP phosphatase 0%, TNAP activators 1, M17LAP inhibition 0%, Myeloid diff 2 inactive, PMI inhibition 2%, PMI inhibitors 2%, XIAP antagonists -1.8%, ER stress rescue -0.4% and Myeloid diff 2 GFP+ MAC1+ % 7.3.
Screening Oc1nc(-c2ccc(Cl)cc2)n2ccncc12 returned P. falciparum M1AAP -8%, LYP phosphatase -8%, TNAP activators 0.8, M17LAP inhibition -6%, Myeloid diff 2 inactive, PMI inhibition -31%, PMI inhibitors -32%, XIAP antagonists -1.7%, ER stress rescue 0.9% and Myeloid diff 2 GFP+ MAC1+ % 0.5.
COc1ccc(C(=O)Nc2c(N)nc(SCC(=O)N3CCCCCC3)[nH]c2=O)cc1OC was read as P. falciparum M1AAP -2%, LYP phosphatase -2%, TNAP activators 1.1, M17LAP inhibition 6%, Myeloid diff 2 inactive, PMI inhibition -4%, PMI inhibitors -5%, XIAP antagonists -0.2%, ER stress rescue 1.4% and Myeloid diff 2 GFP+ MAC1+ % 2.3.
`CCCC(=O)NC(Nc1cc(C(F)(F)F)ccc1Cl)C(Cl)(Cl)Cl` (stereo not drawn) gave P. falciparum M1AAP 4%, LYP phosphatase 3%, TNAP activators 0.9, M17LAP inhibition -8%, Myeloid diff 2 inactive, PMI inhibition 11%, PMI inhibitors 15%, XIAP antagonists -2.8%, ER stress rescue -0.3% and Myeloid diff 2 GFP+ MAC1+ % 0.4.
For Cn1c(NC(=O)Cc2cccc3ccccc23)cc(=O)n(C)c1=O the results were P. falciparum M1AAP 9%, LYP phosphatase -4%, TNAP activators 1, M17LAP inhibition 0%, Myeloid diff 2 inactive, PMI inhibition 7%, PMI inhibitors 7%, XIAP antagonists -6.6%, ER stress rescue -0.5% and Myeloid diff 2 GFP+ MAC1+ % 1.0.
Screening COCCCNC(=O)CCn1c(=O)c2ccccc2n(CC(=O)Nc2cc(Cl)ccc2C)c1=O returned P. falciparum M1AAP 4%, LYP phosphatase -2%, TNAP activators 1.1, M17LAP inhibition 13%, Myeloid diff 2 inactive, PMI inhibition 9%, PMI inhibitors 11%, XIAP antagonists 5.2%, ER stress rescue -0.7% and Myeloid diff 2 GFP+ MAC1+ % 1.0.
CCc1cccc2c(C(=O)CSc3nnc(-c4ccncc4)n3C)c[nH]c12 was read as P. falciparum M1AAP 11%, LYP phosphatase 0%, TNAP activators 1, M17LAP inhibition 1%, Myeloid diff 2 inactive, PMI inhibition -18%, PMI inhibitors -15%, XIAP antagonists -1.2%, ER stress rescue 0.3% and Myeloid diff 2 GFP+ MAC1+ % 0.7.
COC(=O)C(Cc1cnc(Cl)s1)(C(=O)OC)c1ccc(C(F)(F)F)cc1[N+](=O)[O-] was read as P. falciparum M1AAP -3%, LYP phosphatase -3%, TNAP activators 1.1, M17LAP inhibition -3%, Myeloid diff 2 inactive, PMI inhibition 5%, PMI inhibitors 9%, XIAP antagonists 3.4%, ER stress rescue 0.5% and Myeloid diff 2 GFP+ MAC1+ % 1.7.
`N#CC1=C2SCN(Cc3ccccc3)CN2C(=O)CC1c1ccccc1F` (stereo not drawn) gave P. falciparum M1AAP 12%, LYP phosphatase 2%, TNAP activators 1.1, M17LAP inhibition -9%, Myeloid diff 2 inactive, PMI inhibition 52%*, PMI inhibitors 26%, XIAP antagonists 1.5%, ER stress rescue -1.4% and Myeloid diff 2 GFP+ MAC1+ % 1.9.
`CN(c1cc(=O)n2ccccc2n1)C1CCCCC1` gave P. falciparum M1AAP -1%, LYP phosphatase -5%, TNAP activators 1.1, M17LAP inhibition -6%, Myeloid diff 2 inactive, PMI inhibition 2%, PMI inhibitors 1%, XIAP antagonists -0.4%, ER stress rescue 1.1% and Myeloid diff 2 GFP+ MAC1+ % 0.4.
Screening CCc1nc2sc3ccccc3c(=O)c2c(=O)n1Cc1ccc(OC)cc1 returned P. falciparum M1AAP 8%, LYP phosphatase 0%, M17LAP inhibition 13%, Myeloid diff 2 inactive and Myeloid diff 2 GFP+ MAC1+ % 1.6.
For COc1ccc(C(=O)COC(=O)CNC(=O)c2ccc(OC)cc2)cc1 the results were P. falciparum M1AAP 7%, LYP phosphatase -1%, TNAP activators 1, M17LAP inhibition 4%, Myeloid diff 2 inactive, PMI inhibition 4%, PMI inhibitors -9%, XIAP antagonists -10%, ER stress rescue 1.9% and Myeloid diff 2 GFP+ MAC1+ % 0.5.
For O=C(COC(=O)c1cccc(NS(=O)(=O)c2ccc(F)c(F)c2)c1)NC(=O)NC1CCCC1 the results were P. falciparum M1AAP 5%, LYP phosphatase 0%, TNAP activators 1, M17LAP inhibition 0%, Myeloid diff 2 inactive, PMI inhibition 11%, PMI inhibitors 14%, XIAP antagonists -9.2%, ER stress rescue 2.5% and Myeloid diff 2 GFP+ MAC1+ % 0.9.
CCOc1ccc(OCCCCn2cnc3ccccc3c2=O)cc1 was read as P. falciparum M1AAP 7%, LYP phosphatase 6%, TNAP activators 1, M17LAP inhibition 3%, Myeloid diff 2 inactive, PMI inhibition 1%, PMI inhibitors 4%, XIAP antagonists -11%, ER stress rescue -1.9% and Myeloid diff 2 GFP+ MAC1+ % 0.4.
`CC(C)c1cccc(C(C)C)c1NC(=O)COC(=O)[C@H](C)NC(N)=O` gave P. falciparum M1AAP -1%, LYP phosphatase -4%, TNAP activators 1, M17LAP inhibition -1%, Myeloid diff 2 inactive, PMI inhibition -7%, PMI inhibitors -15%, XIAP antagonists -6.4%, ER stress rescue -1.3% and Myeloid diff 2 GFP+ MAC1+ % 0.0.
For Cc1ccc(C(=O)NCCc2cccs2)cc1 the results were P. falciparum M1AAP 4%, LYP phosphatase -12%, TNAP activators 1.3, M17LAP inhibition 8%, Myeloid diff 2 inactive, PMI inhibition -5%, PMI inhibitors 0%, XIAP antagonists -1.7%, ER stress rescue -3.5% and Myeloid diff 2 GFP+ MAC1+ % 0.7.
